High-throughput results deposited in PubChem by National Center for Advancing Translational Sciences (NCATS).
A-T KAP1 phos = qHTS Assay for Identifying a Potential Treatment of Ataxia-Telangiectasia. […] A-T fibroblasts, KAP-1 phosphorylation AlphaLISA; neocarzinostatin DNA damage 30 min before lysis. Potency, µM (top dose mostly 57.5 µM), for inactives: top-dose activation, most hits filed as activators. 0.19% of 320,000 active; also: potency is read from the fitted curve at half-maximal effect; % of control where 0% means no effect; nearly all actives have a fitted effect of over 45% in size
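ATM-like activity read as KAP-1 phosphorylation via AlphaLISA donor/acceptor antibody pairs after lysis and 6 hr at 25C. Cells were ATM-null patient fibroblasts ([…], hTERT), dosed 60 min, then exposed to the DSB inducer NCS for 30 min.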
BRCA1 expr act = qHTS Assay to Identify Small Molecule Activators of BRCA1 Expression; MCF7-BRCA1-FFLuc reporter, luminescence, 48 h; response scale: scaled: vehicle 0%, 10 µM genistein 100%; Potency, µM (titrated, usually from 46.1 µM), inactives show at the top dose activation, usual class: activators; 1.1% of 380,000 active; AID 624202, 2012; also: potency is read from the fitted curve at half-maximal effect; nearly all actives have a fitted effect of over 80% in size; some results filed as inactive show a strong effect at the top dose
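MCF7-BRCA1-FFLuc cells, 2000/well in phenol-red-free MEM, attached 2 h then treated 48 h at 37 C. Luciferase luminescence read 15 min after reagent; normalized to genistein maximum activation (10microM) and DMSO, concentration-response fitted.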
B2AR arrestin = qHTS assay of beta-arrestin-biased ligands of beta2-adrenergic receptor. Potency, µM (doses to about 46.1 µM), for the others: top-dose activation, most hits filed as activators. beta-arrestin recruitment to beta2AR, cell-based reporter. AID 492947, 2010. 0.02% of 330,000 active;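 also: potency is read from the fitted curve at half-maximal effect; 0% = DMSO controls and full agonism = EC100 isoproterenol or metaproterenol; nearly all actives have a fitted effect of over 65% in size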
ELG1 DNA repair = qHTS screen for small molecules that inhibit ELG1-dependent DNA repair in human embryonic kidney (HEK293T) cells expressing luciferase-tagged ELG1; HEK293T ELG1-luciferase reporter, luminescence, 16 h; DNA damage induced by 5-fluorouridine; Potency, µM (top dose mostly 46.1 µM), for the others: top-dose activity change, negative = inhibition, hits mostly inhibitors; 2.3% of 330,000 active; also: potency is read from the fitted curve at half-maximal effect; % is scaled to controls: 0 for no effect and ±100 for the full control effect; nearly all actives have a fitted effect of over 55% in size
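Quantitative HTS, concentration-response format. 2,000 cells/well co-treated with 5-fluorouridine and compound, 16 hr in 5% CO2 at 37 °C; ONE-Glo luminescence read after 30 min.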
TCR activator = Activators of T cell receptors: qHTS campaign. Potency, µM (highest dose often 9.22 µM), inactives show top-dose activation of IL-2 secretion, actives largely listed as activators. 330,000 tested, under 10 active. primary human leukocytes, anti-CD3, IL-2 HTRF, 48 h; also: % of control where 0% means no effect
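Readout: HTRF IL-2, Eu-cryptate/d2 antibody pair, 320nm excitation, 665nm emission. Stimulus: a-CD3 beads, no co-stimulation. Cells: primary human leukocytes. Exposure: 48 hr with compound.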
p53 reactivator = qHTS assay for re-activators of p53 using a Luc reporter | H1299 p53-A138V BP100-luciferase reporter, luminescence, 24 h | Potency, µM (series often up to 92.2 µM), for the others: at the top dose activity change, positive = activation, most hits filed as activators | 0.063% of 320,000 active | AID 504706, 2011; also: potency is read from the fitted curve at half-maximal effect; % of control where 0% means no effect; nearly all actives have a fitted effect of over 45% in size
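p53-null H1299 cells stably carrying temperature-sensitive p53-A138V and a BP100-luciferase reporter were pinned with compounds (4-point, 1:5 series) and held 24 hrs at 37 deg C. Luminescence was read 10 min after detection reagent.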
Integrin act MD = qHTS for Activators of Integrin-Mediated Alleviation for Muscular Dystrophy | alpha7betagal myoblasts, beta-gal FDG fluorescence, 48 h | Potency, µM (series often up to 38.3 µM), for the others: at the top dose activation, most hits filed as activators | 0.064% of 350,000 active;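 also: potency is read from the fitted curve at half-maximal effect; 100% = response of the positive control SU9516; nearly all actives have a fitted effect of over 60% in size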
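alpha7betagal+/- myoblasts (passage 13, 250/well) treated 48 h at 37C with compounds at 1:260 dilution of DMSO stock. Lysed, then beta-galactosidase activity read as FDG fluorescence (ex 480/em 540) after 30 min, with pre-read for autofluorescence.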
TSG101-PTAP inh = qHTS Assay for Iinhibitors of HIV-1 Budding by Blocking the Interaction of PTAP/TSG101; 340,000 tested, under 10 active; Tumor susceptibility gene 101 protein (Homo sapiens), Q99816; Potency, µM (highest dose often 115 µM), for the others: at the top dose activity change, negative = inhibition, hits mostly inhibitors; Fluorescence polarization, FITC-PTAP peptide / Tsg101 binding; active = well fitted inhibition curve with a large enough effect in the main read-out, with a control signal flat, not every such curve was filed as active; inconclusive = small, poorly fitted or top-dose-only effect, or effect the other way, or a change in a side signal; inactive = no such curve, though single readings can be large or run the other way; also: potency is read from the fitted curve at half-maximal effect; % of control where 0% means no effect
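FP read-out: FITC-PTAP peptide, 50 nM final, binding Tsg101 binding domain, 10 uM final; 20 min, r.t.; 10 mM HEPES pH 7.5, 0.15 M NaCl, 0.01% Tween 20, 3 mM EDTA, 0.1 mM TCEP.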
CXXC DNA block = qHTS Fluorescence Polarization Assay for Inhibitors of MLL CXXC domain - DNA interaction. Potency, µM (doses to about 115 µM), without a hit: top-dose activity change, negative = inhibition, actives largely listed as inhibitors. AID 2662, 2010. Histone-lysine N-methyltransferase 2A (Homo sapiens), Q03164. 0.037% of 290,000 active. MLL-CXXC / FITC-HOXA9 DNA fluorescence polarization; active = well fitted inhibition curve with a large enough effect in the polarisation, with a control signal flat, not every such curve was filed as active; inconclusive = small, poorly fitted or top-dose-only effect, or effect the other way, or a change in a side signal; inactive = no such curve, though single readings can be large or run the other way; the % refers to the polarisation; also: potency is read from the fitted curve at half-maximal effect
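Fluorescence polarization: 7 uM MLL-CXXC (stock) preincubated 5 min with compounds, then 50 nM fluorescein-HOX-A9 DNA (stock) added; 30 min ambient. Buffer 50 mM Tris-HCl pH 7.5, 50 mM NaCl, 1 mM DTT, 0.05% BSA.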
TRPV1 ag = HTS Assay for Compounds that Act as Agonists of the Vanilloid Receptor 1; Transient receptor potential cation channel subfamily V member 1 (Homo sapiens), Q8NER1; 0.19% of 320,000 active; TRPV1-expressing cells, Fluo-8 calcium influx, agonist mode; activation, % at 8.33 µM; in the data active = activation above about 80%; inconclusive = between about 30% and that limit; also: 0% is about no effect
Target sequence (Q8NER1 whole entry, looked up): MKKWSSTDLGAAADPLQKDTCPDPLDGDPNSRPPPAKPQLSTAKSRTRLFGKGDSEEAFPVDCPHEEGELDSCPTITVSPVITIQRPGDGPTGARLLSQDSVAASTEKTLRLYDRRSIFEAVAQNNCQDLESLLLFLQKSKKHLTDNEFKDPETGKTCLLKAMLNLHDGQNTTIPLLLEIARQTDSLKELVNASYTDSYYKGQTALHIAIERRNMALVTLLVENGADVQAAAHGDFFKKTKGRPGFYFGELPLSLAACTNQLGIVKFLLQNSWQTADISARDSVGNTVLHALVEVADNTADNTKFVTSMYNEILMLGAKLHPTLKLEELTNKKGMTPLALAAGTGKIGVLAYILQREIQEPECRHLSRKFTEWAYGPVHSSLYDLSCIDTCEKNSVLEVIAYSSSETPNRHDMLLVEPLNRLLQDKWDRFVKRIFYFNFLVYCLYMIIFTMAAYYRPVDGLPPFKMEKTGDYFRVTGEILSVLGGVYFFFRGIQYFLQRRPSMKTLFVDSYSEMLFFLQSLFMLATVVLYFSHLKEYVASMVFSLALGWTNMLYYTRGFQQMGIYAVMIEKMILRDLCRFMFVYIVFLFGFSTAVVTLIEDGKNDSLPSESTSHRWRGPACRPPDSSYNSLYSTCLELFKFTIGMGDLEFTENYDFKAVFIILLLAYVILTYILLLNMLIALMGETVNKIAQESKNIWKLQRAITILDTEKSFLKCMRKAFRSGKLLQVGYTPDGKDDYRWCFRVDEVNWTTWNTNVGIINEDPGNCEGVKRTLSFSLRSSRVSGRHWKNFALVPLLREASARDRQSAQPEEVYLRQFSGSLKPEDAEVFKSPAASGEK
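Fluo-8 calcium influx in TRPV1-expressing cells, kinetic read (ex 480/em 520 nm). Compound added and read 3 min for agonist activity, followed by capsaicin at EC20 final and 2 min further read for enhancement.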
Active calls of the source: *; ? = inconclusive; . = no result given; [ ] = dose if it differs, or a comment. Unless noted, calls follow the shape of the dose curve; as a rule, active = well fitted curve in the direction sought with a large enough effect; inconclusive = small, poorly fitted or top-dose-only effect, or another doubt; inactive = no such curve, though single readings can be large; an effect the other way counts as inactive or inconclusive.

SMILES	A-T KAP1 phos	BRCA1 expr act	B2AR arrestin	ELG1 DNA repair	TCR activator	p53 reactivator	Integrin act MD	TSG101-PTAP inh	CXXC DNA block	TRPV1 ag
COc1ccccc1CNC(=O)CSc1nnc2ccc(-c3cccnc3)nn12	1%	6%	0.1%	-4%	-4%	-2%	-3%	-3%	10%	-2
Cc1c(Br)c([N+](=O)[O-])nn1CC(=O)NCc1cccnc1	0%	-2%	-0.2%	-1%	1%	-3%	24%	-11%	7%	1
COc1cc(NC(=O)CSc2ccc(-c3ccccn3)nn2)cc(OC)c1	-27%	-86%[inhibitor]	0.2%	2%	0%	?	-12%	-6%	26%	-3
CN1CCN(CC(=O)Nc2ccc(Cl)cc2Cl)CC1	-11%	14%	-1.2%	16%	3%	-7%	18%	-2%	7%	-7
CC(C)CC(=O)N/N=C/c1c(N)n(C)c(=O)n(C)c1=O	-5%	-18%	-0.3%	3%	-4%	4%	14%	0%	-12%	-2
Cc1cc(C)c2c(NC(=S)Nc3ccccc3)n[nH]c2n1	-4%	-7%	-0.2%	7%	.	0%	-13%	-1%	-18%	-2
COc1ccccc1Nc1nc(-c2sc(NC(=O)c3ccc([N+](=O)[O-])cc3)nc2C)cs1	-15%	.	-0.4%	?	.	-4%	.	.	1%	26
CCNc1nc(NC(C)C)nc(OCCOC(=O)Nc2ccccc2)n1	-1%	5%	0.2%	5%	0%[46.1 µM]	13%	-15%	-5%	4%	-1
Cc1cc(C)nc(NC(=S)Nc2cccc(F)c2)c1	-8%	41%	-0.3%	8%	6%	4%	11%	-5%	6%	.
CCOC(=O)C1=C(C)NC(=O)NC1c1ccco1 (stereo not given)	-1%	8%	0.1%	-1%	-4%	2%	-19%	-4%	6%	0
CCOC(=O)c1ccc(NC(=O)CSc2nc3c(c(=O)n2CC)SC(C)C3)cc1 (stereo not given)	-3%	-13%	0.3%	?	11%	-11%	-13%	0%	5%	0
COc1cc(/C=C2/C(=O)NN(c3ccc(F)cc3)C2=O)cc([N+](=O)[O-])c1O	4%	11%	-0.4%	-1%	3%	-6%	9%	-7%	20µM*	-1
CCOC(=O)C(=NCC1CCCO1)NNc1cc(Cl)ccc1Cl (stereo not given)	1%	-6%	-0.2%	-8%	-50%	-3%	8%	0%	2%	21
O=C(CCNC(=O)c1ccc(Br)cc1)NCCCc1ccccc1	-1%	39%	0.1%	9%	0%	10%	-22%	-4%	.	6
COc1ccc(/C=C2\SC(=S)N(CCC(=O)Nc3ccc(C(=O)O)cc3)C2=O)cc1	-19%	-35%	-0.2%	3%	-7%	0%	1%	-2%	?	-1
COc1ccc(N2CCN(C(=O)COC(=O)c3ccco3)CC2)cc1	1%	-3%	-0.4%	?	2%	0%	0%	.	7%	-4
Cc1ccc(C)c(C(=O)COC(=O)c2c(-c3ccccc3)noc2C)c1	9%	-6%	0.4%	-5%	3%	1%	6%	1%	.	0
CC1(C)CC2CC(C)(CN2C(=O)COC(=O)c2cc(Cl)cc(Cl)c2N)C1 (stereo not given)	4%	-42%	-0.1%	-19%	-3%	-1%	-25%	-1%	3%	6
O=C(O)Cc1c[nH]c2ccc(O)cc12	.	0%	.	.	0%	.	.	-3%	2%	.
COc1ccc(C(C)=O)cc1CSc1nnc(Nc2ccccc2)s1	9%	-78%[inhibitor]	-0.1%	15µM*	2%[46.1 µM]	-15%	-31%[inhibitor]	0%	-2%	12
CCn1c(-c2ccc(C)cc2)nn(CC(=O)NCCc2ccccc2)c1=S	1%	-63%	-1.5%	-10%	0%[46.1 µM]	-11%	-38%[inhibitor]	1%	-1%	1
O=C1CCC/C(=N\NC(=O)c2ccc(COc3ccccc3-c3ccccc3)cc2)C1	19%	17%	-0.1%	-4%	2%	-3%	-27%	-7%	21%	15
COc1ccccc1NS(=O)(=O)c1ccc(C(=O)NCc2ccncc2)cc1	-3%	1%	0.0%	7%	-9%	-9%	-25%	-3%	.	14
O=C(O)/C=C/C(=O)Nc1cccc2c1-c1ccccc1C2=O	.	-58%	.	.	2%	.	2%	-3%	.	.
C/C(=N\Nc1ccc(Cl)cc1)c1ccncc1	-3%	8%	-1.1%	?	-7%	3%	?	1%	-6%	2
Cc1nn(Cc2c(F)c(F)c(F)c(F)c2F)c(C)c1NC(=O)c1ccc(COc2ccccc2Cl)o1	-3%	-72%	0.5%	?	-2%	4%	-30%	-2%	6%	-2
COc1ccc2c(CCNC(=O)Nc3ccccc3)c[nH]c2c1	-4%	8%	-0.7%	-8%	0%	-6%	12%	-5%	-12%	?
COc1ccc(OC)c([C@@H]2OCCC=C[C@H]2C)c1	12%	7%	0.1%	1%	-7%	-2%	-11%	-1%	7%	2
O=S(=O)(NCCc1csc(-c2cccnc2)n1)c1cccc(F)c1	4%	3%	0.0%	8%	7%	-6%	11%	-1%	-4%	3
C/C(O)=C(/N=O)C(=O)Nc1ccccc1	-2%	6%	-0.7%	?	5%	10%	-22%	-6%	5%	0
CC1CN(S(=O)(=O)c2ccc(Cl)c(S(=O)(=O)N3CC(C)OC(C)C3)c2)CC(C)O1 (stereo not given)	16%	3%	0.2%	2%	1%	0%	-29%[7.66 µM]	-5%	3%	0
COc1ccc(CC(=O)Nc2ccc(C(=O)O)cc2NC(=O)Cc2ccc(OC)cc2)cc1	2%	18%	-0.1%	12%	-12%	-2%	1%	-4%	15%	2
COc1ccc(C(CNC(=O)c2cc(S(=O)(=O)N3CCCC3)ccc2Cl)N2CCCC2)cc1 (stereo not given)	18%	4%	2.8%	10%	-8%	-2%	-1%	-4%	.	-2
CC(C)Oc1ccc(Cc2c(O)nc(NCCCN(C)C)[nH]c2=O)cc1	2%	-15%	-0.1%	1%	1%[46.1 µM]	1%	-16%	-2%	-3%	1
CC1=C(C(=O)OCc2ccccc2)C(c2cccnc2)n2ncnc2N1 (stereo not given)	-3%	11%	0.3%	-13%	-1%	8%	18%	-1%	14%	7
CCc1c(C)nc2c(-c3ccccc3)c(-c3ccccc3)[nH]n2c1=O	10%	-38%	-0.4%	-13%	-34%	1%	21%	-3%	-3%	4
O=C(COc1ccc(-n2cnnn2)cc1)NC1CCCCC1	-4%	-1%	-0.2%	11%	-6%	1%	19%	-6%	?	0
CSCC[C@@H](C(=O)Nc1ccc2c(c1)OCCO2)N1Cc2ccccc2C1=O	5%	3%	-0.1%	?	-2%	?	17%	-7%	-12%	12
O=S(=O)(c1ccccc1)c1nc(-c2ccccc2)oc1NCc1cccnc1	11%	-11%	0.1%	-19%	3%	-2%	4%	1%	-1%	6

Whole records as entered above. Order of screens: A-T KAP1 phos | BRCA1 expr act | B2AR arrestin | ELG1 DNA repair | TCR activator | p53 reactivator | Integrin act MD | TSG101-PTAP inh | CXXC DNA block | TRPV1 ag
`O=S(=O)(c1ccccc1)c1nc(-c2ccccc2)oc1NCc1cccnc1` as listed: 11% | -11% | 0.1% | -19% | 3% | -2% | 4% | 1% | -1% | 6
`O=C(COc1ccc(-n2cnnn2)cc1)NC1CCCCC1` as listed: -4% | -1% | -0.2% | 11% | -6% | 1% | 19% | -6% | ? | 0

Compounds from the list above with two or more sulfur atoms:
SMILES	A-T KAP1 phos	BRCA1 expr act	B2AR arrestin	ELG1 DNA repair	TCR activator	p53 reactivator	Integrin act MD	TSG101-PTAP inh	CXXC DNA block	TRPV1 ag
COc1ccccc1Nc1nc(-c2sc(NC(=O)c3ccc([N+](=O)[O-])cc3)nc2C)cs1	-15%	.	-0.4%	?	.	-4%	.	.	1%	26
CCOC(=O)c1ccc(NC(=O)CSc2nc3c(c(=O)n2CC)SC(C)C3)cc1 (stereo not given)	-3%	-13%	0.3%	?	11%	-11%	-13%	0%	5%	0
COc1ccc(/C=C2\SC(=S)N(CCC(=O)Nc3ccc(C(=O)O)cc3)C2=O)cc1	-19%	-35%	-0.2%	3%	-7%	0%	1%	-2%	?	-1
COc1ccc(C(C)=O)cc1CSc1nnc(Nc2ccccc2)s1	9%	-78%[inhibitor]	-0.1%	15µM*	2%[46.1 µM]	-15%	-31%[inhibitor]	0%	-2%	12
O=S(=O)(NCCc1csc(-c2cccnc2)n1)c1cccc(F)c1	4%	3%	0.0%	8%	7%	-6%	11%	-1%	-4%	3
CC1CN(S(=O)(=O)c2ccc(Cl)c(S(=O)(=O)N3CC(C)OC(C)C3)c2)CC(C)O1 (stereo not given)	16%	3%	0.2%	2%	1%	0%	-29%[7.66 µM]	-5%	3%	0

Compounds as they come. About 3.8% of those tested had a hit in this group.
